# Compound activity from PubChem.
# NPY1 pot ag: human NPY-Y1 potentiation or agonism, primary screen | P25929 | hit rate 0.37% among 220,000 | AID 1304 | NPY-Y1 expressing cells, potentiator/agonist activation | activation, % at 3.6 µM; in the data active means activation above about 33%, passing the limit was not always enough;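 further: cells stimulated with NPY at EC10 then isoproterenol at EC100; 0% = low agonist plus stimulus and 100% = saturating agonist plus stimulus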
# Target sequence (P25929 whole entry, looked up): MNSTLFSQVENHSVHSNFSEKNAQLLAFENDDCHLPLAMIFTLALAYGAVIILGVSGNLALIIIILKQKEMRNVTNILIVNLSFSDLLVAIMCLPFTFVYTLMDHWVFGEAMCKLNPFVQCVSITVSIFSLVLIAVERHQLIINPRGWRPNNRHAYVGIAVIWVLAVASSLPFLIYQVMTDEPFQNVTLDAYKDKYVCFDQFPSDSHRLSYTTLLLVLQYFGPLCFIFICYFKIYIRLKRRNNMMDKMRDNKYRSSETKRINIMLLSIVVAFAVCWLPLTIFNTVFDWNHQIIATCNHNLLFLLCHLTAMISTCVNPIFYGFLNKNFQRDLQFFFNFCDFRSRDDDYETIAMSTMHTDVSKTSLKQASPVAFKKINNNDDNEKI
# PGE2 EP2 inh: EP2 receptor (human) inhibition. P43116. C6 glioma cells expressing human EP2, cAMP TR-FRET; cells stimulated with saturating PGE2. inhibition, % at 25 µM. hit rate 0.52% among 260,000. AID 1422;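 active means percent inhibition above 40 after rounding to a whole number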;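 further: rat C6 glioma host cells with rolipram phosphodiesterase inhibitor present; the protocol text gives 20 µM as final concentration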
# Target sequence (P43116 whole entry, looked up): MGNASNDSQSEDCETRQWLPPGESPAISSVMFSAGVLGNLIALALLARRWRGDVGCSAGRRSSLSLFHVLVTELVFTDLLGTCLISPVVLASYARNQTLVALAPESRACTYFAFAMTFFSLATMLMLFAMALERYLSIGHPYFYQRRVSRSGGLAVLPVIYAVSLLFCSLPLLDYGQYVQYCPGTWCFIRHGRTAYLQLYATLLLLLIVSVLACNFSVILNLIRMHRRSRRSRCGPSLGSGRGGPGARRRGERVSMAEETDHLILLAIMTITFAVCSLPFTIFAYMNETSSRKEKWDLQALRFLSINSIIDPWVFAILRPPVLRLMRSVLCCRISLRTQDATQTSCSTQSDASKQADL
# NPY2 pot ag: potentiators or agonists of human neuropeptide Y receptor Y2. P49146. hit rate 0.45% among 220,000. cells expressing NPY-Y2, potentiator/agonist read-out. activation, % at 3.6 µM; in the data active means activation above about 27%;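 further: cells stimulated with NPY near EC25 plus isoproterenol at EC100; 0% = vehicle plus submaximal agonist and 100% = vehicle plus saturating agonist; some results beyond the cut were filed as inactive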
# p97 ATPase inh: blocks human p97 ATPase activity; P55072; recombinant p97 ATPase, Kinase-Glo ATP luminescence, 3 h; inhibition, % at 8 µM; hit rate 0.42% among 220,000; in the data active means inhibition above about 15%;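 further: 0% = DMSO vehicle and 100% = wells lacking enzyme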
# NPY-Y1 antag: blocks the human neuropeptide Y Y1 receptor; P25929; HEK293-CNG Y1 cells, membrane potential fluorescence; NPY at EC95, then isoproterenol; inhibition, % at 3.6 µM; hit rate 1% among 200,000; AID 1040;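 active means inhibition above the campaign mean inhibition of all tested compounds plus 3 SD, cut at about 20% in these data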;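 further: 0% = DMSO wells given NPY plus isoproterenol and 100% = isoproterenol alone without NPY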
#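 Assay system: HEK293 cells with Y1 receptor plus CNG channel | Probe or stimulus: NPY (25 nM), isoproterenol (1 µM), Ro 20-1724 (25 µM) | Timing: Compound incubation 1 h at room temperature, readout 45 min post-stimulation | Measured by: Membrane-potential fluorescent dye readout | Benchmarks: High control isoproterenol alone, low control NPY with isoproterenol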
# S1P4 ag: activates the human S1P4 receptor; S1P4-expressing cell line, agonist reporter assay; O95977; hit rate 0.35% among 220,000; activation, % at 4.98 µM; in the data active means activation above about 11%;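 further: 0% = DMSO vehicle and 100% = reference agonist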
# S1P4 antagonist: blocks the human S1P4 receptor | O95977 | S1P4-expressing cells, antagonist mode, reporter read-out | inhibition, % at 4.98 µM | hit rate 0.26% among 220,000 | AID 1510; in the data active means inhibition above about 29%;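 further: 0% = wells stimulated with agonist and 100% = vehicle wells without agonist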
# EP2 mod: modulates human prostaglandin E2 receptor EP2 signaling; EP2-expressing cells, cAMP HTRF FRET, PGE2 co-stimulation; induction, % at 25 µM; hit rate 0.83% among 260,000; AID 940;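 active means compounds whose cAMP rise, as percent of the full-agonist control response, exceeds 60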;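 further: rat C6 glioma line stably carrying human EP2 under a CMV promoter; the protocol text gives 20 µM as final concentration; 100% = response of wells given 1 µM PGE2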
# eIF4E-4G inh: eIF4E/eIF4G interaction inhibition in translation initiation. TR-FRET eIF4E-eIF4GI(517-606) binding, 2 h. inhibition, % at 21.7 µM. hit rate 0.37% among 220,000. AID 782;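 active means inhibition above about 30%, limit read from the data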;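 further: 0% = full FRET control wells and 100% = background wells lacking eIF4GI fragment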
# Numbers without * were called inactive; . = not tested or not shown; [ ] = dose if it differs, or a comment. The list is partial, so the mix of outcomes need not match the whole.
No.	SMILES	NPY1 pot ag	PGE2 EP2 inh	NPY2 pot ag	p97 ATPase inh	NPY-Y1 antag	S1P4 ag	S1P4 antagonist	EP2 mod	eIF4E-4G inh
1	O=C(NCC1CCCO1)C12CN(Cc3ccccc3)CC1C(c1cccc([N+](=O)[O-])c1)=NO2 (stereo not given)	2	7	-1	3	5	1.6	-13	-12	14
2	CN(C(=O)CSc1nnc(-c2n[nH]c3ccccc23)o1)c1ccccc1	-2	18	-2	-3	4	-0.2	5	-13	9
3	Cc1[nH]n(-c2ccccc2)c(=O)c1C(C[N+](=O)[O-])c1ccccc1Cl (stereo not given)	-4	6	-5	6	5	-3.0	5	8	2
4	Cc1ccc[n+](CC(=O)Nc2cc(C(F)(F)F)ccc2Cl)c1	-11	10	10	-1	-2	2.5	-20	21	-6
5	CC(Oc1ccc(Cl)cc1Cl)C(=O)NC(=S)N1CCc2ccccc21 (stereo not given)	-8	6	-3	7	5	4.0	7	-3	1[fluorescence artefact?]
6	Cc1cccc(N2CCN(C(=O)c3cc4n(n3)C(C(F)(F)F)CC(c3ccco3)N4)CC2)c1C (stereo not given)	12	3	5	-6	1	-0.3	1	31	7
7	Cc1ccc2ccccc2c1Cn1c(-n2ccnc2)nc2c1c(=O)n(C)c(=O)n2C	-7	18	14	0	4	-4.6	-4	4	-3
8	O=C(CSc1nc2ccccc2s1)c1cc2ccccc2o1	-14	6	-4	1	4	-0.7	-4	-42	3
9	Cc1ccc(-n2cccn2)c(CN2CCCC(C(=O)c3sccc3C)C2)c1 (stereo not given)	-39	4	-68	-4	72*	3.0	5	10	3
10	Cc1ccccc1CS(=O)(=O)CCC(=O)N1CCN(c2ccc(N3CCOCC3)nn2)CC1	-12	11	8	2	-3	-0.4	-32	-2	3
11	Cc1nn(C)c(C)c1NC(=O)CC12CC3CC(CC(C3)C1)C2	-9	8	-2	-3	0	1.6	-12	-9	-9
12	COc1c(Cl)cc(-c2noc(C)c2C(=O)NCCc2ccc(C)cc2)cc1Cl	-8	13	-14	-7	5	-3.3	1	34	-2
13	Cc1nc(-c2ccc3c(c2)OCO3)cs1	-5	6	-20	6	-4	1.6	-15	19	7
14	O=C(/C=C/c1ccc(S(=O)(=O)N2CCOCC2)cc1)N1CCN(c2ccccc2)CC1	-3	3	11	2	-3	4.7	-15	-16	3
15	Cc1n[nH]c(C)c1-c1nc2ccccc2[nH]1	-11	13	-2	4	0	-1.2	-7	9	1
16	O=C(Nc1ccc(Cl)c(Cl)c1)Oc1ccc(NC(=O)c2ccco2)cc1	11	13	9	2	1	1.7	8	-36	-2
17	O=C1c2ccccc2C(=O)N1c1ncc(Cc2ccc(Cl)cc2)s1	-2	8	-5	2	3	0.4	-16	32	0[fluorescence artefact?]
18	COc1ccc(C(=O)Nc2cc(Cl)ccc2C(=O)O)cc1	5	5	-11	7	3	-1.7	-14	-40	0
19	CCOc1cc(/C=N/NC(=O)c2cccnc2)cc(Br)c1OCC(N)=O	11	36	15	3	1	1.2	-35	-2	0
20	COc1ccc2[nH]c3c(NCc4ccco4)ncnc3c2c1	20	11	1	4	-4	-1.2	-22	-79	-5
21	COc1cccc(NC(=S)NCc2cccnc2)c1	-3	2	-9	-3	0	2.1	-18	7	-2
22	OCCOCCOCCn1c2ccccc2c2ccccc21	-1	4	3	4	3	-0.7	-1	-11	6
23	NCCNc1cc(N2CCCC2)ccc1[N+](=O)[O-]	16	3	6	4	6	-1.0	-13	-29	-1
24	CN(C)S(=O)(=O)c1ccc(Cl)c(NC(=O)CN2CCc3ccccc3C2)c1	-8	6	-11	-1	3	0.0	-3	9	-1
25	OCC1CCCN1C(=S)Nc1ccccc1 (stereo not given)	14	8	6	3	4	-1.4	-26	21	1
26	O=C(Nc1cccc(S(=O)(=O)N2CCOCC2)c1)c1ccc2ccccc2n1	8	7	-10	-2	.	2.2	-14	-17	-13
27	CNC(=O)c1c(C)noc1C	5	13	6	7	2	0.3	-1	13	-2
28	O=C(O)CSCC(=O)Nc1ccc(C2CCCCC2)cc1	-12	5	-6	-1	3	2.0	-4	1	9
29	COc1ccc(Nc2nc(NCc3ccco3)nc(N/N=C/c3ccccc3)n2)cc1	-9	15	-8	5	-4	1.7	-5	3	-2
30	CC12CN3CCN(CC(C3)/C1=N/N=C/c1cccc([N+](=O)[O-])c1)C2	26	10	7	5	.	1.1	-2	-17	2
31	O=C(Oc1ccccc1/C=C\C(=O)c1cc2ccccc2o1)c1ccccc1	-11	7	2	-3	5	0.1	2	31	-15
32	Cc1c(Br)c(C(=O)NNC(=O)c2ccc(C(C)(C)C)cc2)nn1C	17	3	-9	1	.	0.7	-5	-3	2
33	COC(=O)C1=C(CN2CCCc3ccccc32)NC(=O)NC1c1ccc(F)cc1 (stereo not given)	-1	4	14	2	-5	0.5	-5	45	.
34	COC(=O)c1ccc(C(=O)OC)c(NC(=O)c2cc3ccccc3o2)c1	-5	.	9	4	-2	0.7	0	.	.
35	COC(=O)c1ccccc1NC(=O)Nc1ccc2c(c1)OCO2	9	4	4	1	12	1.9	-9	22	0[fluorescence artefact?]
36	Clc1ccc(CSc2ncccn2)cc1	-2	15	2	-6	5	1.7	-4	6	2
37	Cc1ccc(S(=O)(=O)N(Cc2ccccc2)c2ccccc2C(=O)NCc2cccnc2)cc1	-13	10	2	-2	2	0.0	-11	16	1
38	COc1ccc(-c2csc(N(CCc3ccc(OC)c(OC)c3)C(=O)COc3ccccc3)n2)cc1	-37	8	-10	-2	5	-0.4	-12	21	-24
39	Cn1c(CNC(=O)c2ccc(Cl)cc2)nnc1SCC(=O)Nc1sc2c(c1C#N)CCCC2	15	9	4	0	3	-3.5	-1	-6	-2[fluorescence artefact?]
40	NS(=O)(=O)c1ccc(NS(=O)(=O)c2cccs2)cc1	-4	8	-4	2	9	0.5	15	24	-7
41	COc1ccc2c(CSc3nnc(-c4cccnc4)n3-c3ccccc3F)cc(=O)oc2c1	0	5	8	-3	1	2.5	-31	8	0
42	CCN(C(=O)COC(=O)c1ccc(Cl)nc1)C1CCS(=O)(=O)C1 (stereo not given)	9	10	17	5	2	-0.3	-1	-5	4
43	COC(=O)[C@H](Cc1ccccc1)NC(=O)N1CCN(c2ccccc2)CC1	21	17	43	1	.	-0.1	1	-14	-1
44	COCCCNC(=O)c1ccc(CNS(=O)(=O)c2ccc(NC(C)=O)cc2)cc1	37*	.	5	4	2	1.5	5	1	8[fluorescence artefact?]
45	COc1ccc2cc(CCNC(=O)C(C)(C)C)c(=O)[nH]c2c1	7	9	-2	0	-2	0.0	-9	2	3[fluorescence artefact?]
46	O=C(NC1CCS(=O)(=O)C1)c1ccc(-c2ccc(Br)cc2)o1 (stereo not given)	4	.	12	-5	1	1.7	-15	-19	2
47	Cc1ccc([N+](=O)[O-])c(OCCN2CCCCCC2)c1	-3	12	10	3	7	2.6	-11	-1	1
48	COC(=O)Cc1c(O)ccn(Cc2ccc(F)cc2)c1=O	15	14	10	5	1	0.7	3	-13	2
49	S=c1[nH]nc(-c2cccs2)n1/N=C/c1cn(-c2ccccc2)nc1-c1ccccc1	-10	7	-7	5	.	-0.3	9	60	5
50	CC1(C)CC(=O)C=C(Nc2cc(-c3ccccc3)[nH]n2)C1	6	10	-7	-4	0	1.4	7	-36	-2
51	CCCCNC(=O)CCn1nc(-c2ccc(Cl)cc2)c2ccccc2c1=O	14	15	-17	2	.	0.2	-1	-4	1
52	COc1ccc(C(=O)OC/C(O)=C(\C#N)c2nc3ccccc3[nH]2)cc1S(=O)(=O)N1CCOCC1	-32	9	-4	10	-3	4.0	3	30	-3
53	O=S(=O)(c1ccc2nc(SCc3cccc(Cl)c3)[nH]c2c1)N1CCOCC1	41	8	17	2	-3	0.7	-1	-37	11
54	CC(C)OC(=O)CC(NC(=O)OC(C)(C)C)c1ccccc1 (stereo not given)	-16	1	2	1	-2	0.9	14	3	-1[fluorescence artefact?]
55	N#Cc1ccccc1Cn1c(=O)n(CCCC(=O)NCc2ccc3c(c2)OCO3)c(=O)c2ccccc21	0	4	-1	7	-4	1.8	-11	4	2
56	CC1C2(C)OCC(C#N)(C(=N)O2)C1(C#N)C#N (stereo not given)	-11	7	2	2	.	2.2	-1	-28	4
57	CC1CCCC(NC(=O)CSc2nnc(N)s2)C1C (stereo not given)	-12	3	4	6	1	0.7	-16	11	2[fluorescence artefact?]
58	CCOC(=O)NNC1CC(=O)N(c2ccc(OC)cc2)C1=O (stereo not given)	16	3	7	3	0	1.9	-16	-9	11
59	CN(CC(=O)Nn1cnnc1)S(=O)(=O)c1cc(Cl)ccc1Cl	4	4	2	4	4	2.2	-23	6	0
60	O=C(Cn1nnc(-c2ccccc2NC(=O)c2ccccc2F)n1)NCc1ccco1	21	15	8	5	-2	0.3	-8	-2	-3

# New compounds follow
No.	SMILES	NPY1 pot ag	PGE2 EP2 inh	NPY2 pot ag	p97 ATPase inh	NPY-Y1 antag	S1P4 ag	S1P4 antagonist	EP2 mod	eIF4E-4G inh
61	CCN1/C(=C/c2ccc3ccc(C)cc3[n+]2CC)Sc2ccccc21	6	49*	24	1	1	-0.7	-17	-10	-1[fluorescence artefact?]
62	Cc1nn(-c2ccccc2)c2nc3c(cc12)C(=O)CCC3	0	14	-7	6	6	0.6	-25	33	-1
63	O=C(COC(=O)c1cccnc1)Nc1ccccc1	0	9	-14	0	0	0.8	-5	-3	1
64	Cc1ccc2nc(/N=C(\N)NC(=O)N3c4ccccc4Sc4ccccc43)nc(C)c2c1	-9	9	9	3	-2	-0.7	-17	10	10
65	Cc1ccc(/C=N/NC(=O)c2cccs2)s1	-9	5	-9	-6	1	0.7	-1	5	-17
66	CC(C(=O)Nc1ccc(S(N)(=O)=O)cc1)N1CCc2ccccc21 (stereo not given)	11	8	-2	2	0	1.1	-11	-25	2
67	Cc1cccc(-n2c(SCC(N)=O)nc3c(c2=O)C2(CCCCC2)Cc2ccccc2-3)c1	-9	9	7	2	0	0.4	-17	51	0
68	NC(=O)N/N=C/c1cn(-c2ccccc2)nc1-c1cccs1	-9	12	-7	-9	3	2.2	-27	-3	2
69	CCOCCCNC(=O)N[C@H](C(=O)OC)C(C)CC (stereo not given in full)	9	-3	1	-5	.	0.1	2	11	6
70	Cc1cc(C(=O)Nc2ccc(Cl)cc2)c(C)n1Cc1cccs1	-4	19	11	10	.	1.9	7	-56	-1
71	CC(C)Nc1nc(NC(C)C)nc(Oc2ccc(=O)n(C)n2)n1	7	6	-2	0	6	-0.1	-2	1	-1
72	CCOC(=O)C1(CC2CCCCO2)CCN(Cc2cccnc2)CC1 (stereo not given)	6	4	20	1	-4	0.0	2	15	-2
73	O=C1c2ccccc2CN1CCNC(=S)NC1CCCCC1	5	2	5	7	-6	0.0	10	-8	-3
74	Cc1ccccc1OCCCCCNCCO	12	11	-4	5	-2	-1.4	-4	-1	-3[fluorescence artefact?]
75	Cc1ccc(NC(=O)c2ccc(N3CCOCC3)c([N+](=O)[O-])c2)cc1S(=O)(=O)N1CCOCC1	7	15	0	0	1	-0.3	-11	-18	3[fluorescence artefact?]
76	Cc1ccccc1C(=O)NNC(=O)c1cccc([N+](=O)[O-])c1	13	5	-1	0	1	-0.6	0	17	2
77	CCCCOC(=O)c1ccc(NC(=O)C(=O)NCc2ccccn2)cc1	10	6	1	0	.	1.6	5	8	0
